Lipid storage S3 = qHTS Assay for Lipid Storage Modulators in Drosophila S3 Cells; Drosophila S3 cells, BODIPY lipid droplet fluorescence, 18-24 h; cells fed with added oleic acid; Potency in µM for hits, for the others lipid storage change, negative = inhibition, % at the top dose, mostly 46.1 µM; 0.64% of 320,000 active; active means well fitted inhibition curve with a large enough effect in the signal ratio, with a control signal flat, not every such curve was filed as active; inconclusive means small, poorly fitted or top-dose-only effect, or effect the other way, or a change in a side signal; the % refers to the signal ratio
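Laser-scanning cytometry quantifies lipid droplet accumulation (500–530 nm total intensity; droplet/cell object ratio) in oleic acid-fed (400 uM added) Drosophila S3 cells treated with a concentration series. 20 uM Triacsin C defined 100% inhibition.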
Lipid storage S3 cell count max = also measured in Lipid storage S3; calls as there; cell number change, %; measured here: cell count max response;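 cells counted by Cell Tracker Red CMTPX staining in the red channel; peak over a dose series mostly up to 46.1 µM; percent activity relative to internal control wells on each plate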
Starred values were filed as active, the others as inactive; i = inactive; ? = inconclusive; · = not tested or not shown. On the % scale 0 is the no-effect control and ±100 the full control effect; potency means the concentration at half of the fitted maximal effect.

SMILES	Lipid storage S3	Lipid storage S3 cell count max
COc1ccc(NC(=O)CCNC(=O)C2CCN(S(=O)(=O)c3ccc(F)cc3)CC2)cc1OC	?	·
CCc1ccc(C(=O)NC2CCCCC2)s1	1%	3
O=C(CCC(=O)N1CCOc2ccccc21)NC1CCCCCC1	?	·
Cc1ccc(Cn2nnc3c(=O)[nH]c(C4CCCN(C(=O)c5ccco5)C4)nc32)cc1 (stereo not given)	?	·
Cc1ccccc1S(=O)(=O)Cc1ccc(C(=O)N2CC(C)CC(C)C2)o1 (stereo not given)	?	·
C(=C\c1ccccc1)/CSc1nnc(-c2ccccc2)n1Cc1ccco1	?	·
CC1CCCCN1C(=O)CSc1nnc2c(n1)[nH]c1ccccc12 (stereo not given)	0.58µM*	9.0*
O=C1c2cccc3cccc(c23)C(=O)N1Cc1ccco1	-6%	7
CS(=O)(=O)N1CCCC(C(=O)NCc2ccco2)C1 (stereo not given)	?	·
CCC(=O)NC(=S)Nc1ccccc1C(=O)OC	10%	1
O=C(CC1NC2CCCCC2NC1=O)Nc1ccc2c(c1)OCO2 (stereo not given)	i	·
COc1ccc(-c2c3c([nH]c(=S)c2C#N)CCC3)cc1	?	·
COC(=O)COn1c(-n2nc(C)cc2C)nc2ccccc2c1=O	i	·
Cc1cccc(NC(=O)c2cccnc2Cl)n1	-6%	-18
Cc1ccc(N/C(N)=N/c2nc(CSc3ccc(C)cc3)cc(=O)[nH]2)cc1	?	·
Cc1c(O)c2ccccc2oc1=O	-4%	12
O=C(C1CCN(S(=O)(=O)c2ccccc2)CC1)N1CCN(c2ccccc2F)CC1	?	·
COc1ccc(CN(C)S(=O)(=O)c2nnc(NC(=O)c3cccc(F)c3)s2)cc1OC	i	-19
COc1ccc(N(CC(=O)NCCc2ccccc2)C(=O)CCC(=O)Nc2nccs2)c(OC)c1	?	·
c1coc(CNC2CCCCCCC2)c1	?	·
O=C(CCN1C(=O)C2C3C=CC(C3)C2C1=O)Nc1c(F)cccc1F (stereo not given)	-11%	-19
O=C(CN1CCCC1)N1CCN(c2ccccc2)CC1	4%	5
CCN(CC)C(=O)CSc1nnc(CNc2ccc(F)cc2)n1-c1ccccc1	1%	12
Cc1cccc(NCCC(=O)c2ccc([N+](=O)[O-])cc2)c1C	?	·
Cc1ccc(-c2cnn(-c3ccccc3)c2N)cc1	i	19
O=C(NCc1cccnc1)C1CCCN(S(=O)(=O)c2ccc(Br)cc2)C1 (stereo not given)	?	·
O=S(=O)(NCc1cccnc1)c1ccc(Br)s1	?	·
O=C(CCCc1nc2ccccc2s1)NCc1ccc(F)cc1	26%	·
S=C(NCCc1ccccc1)NCC(c1ccco1)N1CCCCC1 (stereo not given)	?	·
COc1ccc(OC)c2sc(Cl)nc12	?	·

4 entries already listed, sorted by molar mass, rising:
SMILES	Lipid storage S3	Lipid storage S3 cell count max
CCC(=O)NC(=S)Nc1ccccc1C(=O)OC	10%	1
O=C(CCCc1nc2ccccc2s1)NCc1ccc(F)cc1	26%	·
S=C(NCCc1ccccc1)NCC(c1ccco1)N1CCCCC1 (stereo not given)	?	·
COc1ccc(NC(=O)CCNC(=O)C2CCN(S(=O)(=O)c3ccc(F)cc3)CC2)cc1OC	?	·

More results:
SMILES	Lipid storage S3	Lipid storage S3 cell count max
Cc1ccc(OCC(O)Cn2c(NCCc3ccccc3)nc3c2c(=O)[nH]c(=O)n3C)cc1 (stereo not given)	?	·
CCOc1ccc(N(CC(=O)NC2CCCCC2)C(=O)CCC(=O)Nc2cc(C)ccn2)cc1	?	·
COc1ccc(CNC(=O)COC(=O)c2ccc3ncsc3c2)cc1OC	?	·
COc1cc(OC)cc(C2C(C#N)=C(N)Oc3n[nH]c(-c4cccnc4)c32)c1 (stereo not given)	?	·
Cc1cc(C)nc(NC2=NCC(=O)N2c2ccccc2)n1	?	·
CCOc1ccc(C(=O)NC(Cc2ccccc2)C(=O)OC)cc1 (stereo not given)	-11%	-7
S=C(Nc1ccc(N2CCOCC2)cc1)Nc1ccc2snnc2c1	?	·
COc1cc2c(cc1OC)C(C(=O)Nc1cccc(C)n1)C(c1cccnc1)N(C)C2=O (stereo not given)	?	·
COc1ccc(NC(=O)Cc2coc3cc(C)ccc23)cn1	?	·
O=C(OCc1nc2ccsc2c(=O)[nH]1)c1cccc(S(=O)(=O)N2CCOCC2)c1	i	·
Cc1cc(S(=O)(=O)Nc2ccc(C(=O)NCC(c3ccco3)N3CCCC3)cc2)ccc1F (stereo not given)	-2%	24
N#Cc1c(-c2ccccc2)nc(N2CCN(Cc3ccccc3)CC2)[nH]c1=O	i	-6
Cc1c(NC(=O)NC2CCCCC2)cccc1[N+](=O)[O-]	-41%	-22
COc1ccc(NC(=O)C2=NNC(=O)CC2)cc1S(=O)(=O)N1CCCCC1	-13%	5
O=C(O)CCCN=Cc1c(O)c2ccccc2oc1=O	0%	14
COc1ccc(/C=C2\Sc3ccc(C(=O)N4CCc5ccccc5C4)cc3N(C)C2=O)cc1	6%	2
COc1ccc(/C=N/NC(=O)c2cccnc2)cc1CN1CCN(c2ccc(F)cc2)CC1	-2%	3
Cc1ccc(OCC(=O)Nc2cccnc2Cl)cc1C	?	·
O=C(CSc1nnc(-c2cccs2)n1C1CC1)NC1CCS(=O)(=O)C1 (stereo not given)	-2%	6
O=c1c2ccccc2nc(-c2ccco2)n1Cc1ccccc1	?	·
COc1ccc(Cl)cc1S(=O)(=O)NC(C)C(=O)NCc1ccncc1 (stereo not given)	i	16
NS(=O)(=O)c1cc2c(cc1Cl)NC(CSCc1ccccc1)=NS2(=O)=O	-1%	14
Cc1c(NC(=O)CSc2n[nH]c(=O)n2-c2ccccc2)c(=O)n(-c2ccccc2)n1C	2%	21
COc1ccc(N2CCN(S(=O)(=O)c3ccc4c(c3)NC(=O)CS4)CC2)cc1	i	·
O=C(O)CCN1C(=O)C2C3CC(C2C1=O)C1C(c2ccccc2)c2sc(=O)[nH]c2SC31 (stereo not given)	0%	-1
CCN(C(=O)c1cc2c(=O)[nH]c3ccc(C)cc3c2s1)c1ccccc1F	?	·
O=C(NCC1CCCO1)c1csc2c1CCCCC2 (stereo not given)	-1%	-8
Cc1ccc(OCc2cc(C(=O)N3CCc4[nH]cnc4C3c3ccccn3)no2)cc1C (stereo not given)	?	·
CCN1CCN(C(CNS(=O)(=O)c2cccs2)c2cccnc2)CC1 (stereo not given)	?	·
Cc1nnc(N/N=C/c2cc(C)n(-c3ccc(F)cc3)c2C)n1N	?	·
Cc1ccccc1OCc1nc(-c2ccc(NC(=O)c3ccc4c(c3)OCO4)cc2)no1	?	·
O=C(Nc1ccncc1)Nc1cccc(C(F)(F)F)c1	?	·
Cc1nc(NC(=O)c2ccc(-c3cc4ccccc4oc3=O)cc2)ccc1Br	?	·
c1ccc(C(c2nnnn2C2CCCC2)N2CCCCCC2)nc1 (stereo not given)	?	·
CC(C)N1C(=S)SC2CS(=O)(=O)C=C21 (stereo not given)	?	·
c1ccc2c(-c3nnc4n3CCCCC4)c[nH]c2c1	?	·
Cc1ccc(C2=NN(C(=O)CN3C(=O)c4ccccc4S3(=O)=O)C(c3ccco3)C2)cc1 (stereo not given)	?	·
Cc1ccccc1C(=O)Nn1cnnc1	?	·
N#Cc1ccccc1S(=O)(=O)N1CCC(C(=O)Nc2cccc(C(=O)NC3CC3)c2)CC1	i	-15
Cc1ccc(N2C(=N)SCC2=O)cc1Cl	?	·
O=C(c1cc(-c2ccc(Cl)cc2)on1)N1CCN(c2ccc(F)cc2)CC1	21µM*	8.1*
O=C(O)CCC(=O)NNC(=O)c1cccc(Cl)c1	1%	16
COc1ccc(/C=N/NC(=O)c2ccc(Br)cc2)cc1CN1CCOCC1	18%	3
CCOc1ccc(NC(=O)c2ccccc2NC(=O)CN(C)CC(=O)Nc2ccc(C)cc2)cc1	?	·
COc1ccc(NC(=O)CSc2nnc(CNC(=O)c3ccco3)o2)cc1	-9%	2
COC(=O)c1ccc2nc(NC(=O)CCS(=O)(=O)c3ccccc3)sc2c1	?	·
CCOc1ccccc1NC(=O)Nc1cccc(S(N)(=O)=O)c1	7%	17
O=[N+]([O-])c1ccc(Sc2ccccc2Cl)nc1	i	16
COc1ccccc1-c1cn[nH]c(=S)n1	?	·
O=C(CSc1ccccc1)NCCc1ccccc1	?	·
COc1ccc(/C=C/c2nnc(NC(=O)COc3cccc(C)c3)s2)cc1	?	·
CCOc1ccc(OCCCC(=O)NCCc2ccc(OC)cc2)cc1	?	·
Cc1c(NS(=O)(=O)c2cc(C(=O)NCC3CCCO3)cc(Cl)c2Cl)c(=O)n(-c2ccccc2)n1C (stereo not given)	?	·
CC1CCCCN1S(=O)(=O)c1ccc(S(=O)(=O)N(CC(=O)Nc2ccccc2)Cc2cccs2)cc1 (stereo not given)	?	·
Nc1c(C(=O)Nc2ccccc2)c2nc3ccccc3nc2n1CCCN1CCOCC1	?	·
O=C(NCc1ccccc1F)C(=O)NCC1OCCCN1S(=O)(=O)c1cccs1 (stereo not given)	?	·
O=C1CCCc2oc3c(cc(NS(=O)(=O)c4ccc5c6c(cccc46)C(=O)N5)c4ccccc43)c21	?	·
COc1ccccc1N/N=C/c1ccc2c(c1)OCO2	-5%	-19
COC(=O)C(C)n1cnc2c(cnn2-c2ccc(Cl)cc2)c1=O (stereo not given)	?	·
Cc1ccc(CN(C)C(=O)c2ccccc2Oc2ccccc2)o1	6%	18

2 entries drawn at random from those above:
SMILES	Lipid storage S3	Lipid storage S3 cell count max
CC(C)N1C(=S)SC2CS(=O)(=O)C=C21 (stereo not given)	?	·
O=C(NCc1ccccc1F)C(=O)NCC1OCCCN1S(=O)(=O)c1cccs1 (stereo not given)	?	·

(next part)
SMILES	Lipid storage S3	Lipid storage S3 cell count max
CN1CCN(CCCNC(=O)C2CC(=O)N(C3CCCCC3)C2)CC1 (stereo not given)	?	·
COc1ccccc1C(=O)N1CCN(C(=O)Cc2ccccc2)CC1	?	·
COC(=O)c1ccc(NC(=O)c2cc(-c3ccncc3)nc3ccccc23)cc1	?	·
Cc1ccc2nc(N(CCCN(C)C)C(=O)c3ccco3)sc2c1	-2%	-9
O=C(O)c1ccc(S(=O)(=O)c2ccc3c(c2)C(=O)N(NC(=O)c2ccccc2)C3=O)cc1	7%	11
CCOCCCn1c(=S)[nH]c2cc(C(=O)NCCCN(CC)CC)ccc2c1=O	-1%	9
CCn1c(=O)c(C(=O)NCc2ccc3c(c2)OCO3)c(O)c2ccccc21	?	·
NS(=O)(=O)c1cccc(NC(=O)c2ccccc2NS(=O)(=O)c2ccc(F)cc2)c1	?	·
CC(C)Oc1nc(-c2ccc(Cl)cc2)nc2ccccc12	14%	20
COCC(C)NC(=O)COCc1cc(-c2ccc3c(c2)OCO3)on1 (stereo not given)	19%	·
O=C(Nc1cccc(Cl)c1)Nc1c[nH]c(=O)[nH]c1=O	?	·
Cc1ccc(NC(=O)C[n+]2ccccc2)cc1C	0%	-3
COc1ccccc1C(CNC(=O)C(C)(C)Oc1ccc(Cl)cc1)N1CCCC1 (stereo not given)	i	·
CC(C)OC(=O)/C(=C/c1ccc2c(c1)c1ccccc1n2C)NC(=O)c1ccccc1	-21%	-12
COc1cccc(/C=N/NC(=O)CCc2n[nH]c(=O)[nH]c2=O)c1O	-1%	7
Brc1cccc(CNCCCN2CCOCC2)c1	18%	2
Cc1oc(C)c(C(=O)O)c1COc1ccc(C(=O)O)cc1	?	·
CCCc1nc(SCC(=O)NC2CC2)c2c(C)c(C)sc2n1	i	3
O=C(CSc1nnc(CNc2ccc(F)cc2)o1)c1ccccc1	-6%	-10
Cc1nc([N+](=O)[O-])cn1CCCCN1C(=O)c2ccccc2C1=O	?	·
CC(=O)NC(CC(=O)OC(C)C(=O)Nc1ncc(Cl)cc1Cl)c1ccccc1 (stereo not given)	6%	·
O=C(O)c1ncc(Cl)c(Cl)c1Cl	?	·
Cc1occc1-c1nnc(SCC(=O)c2c(N)n(C3CC3)c(=O)[nH]c2=O)n1C	?	·
O=[N+]([O-])c1cccn2cc(-c3ccc(Br)cc3)nc12	3%	9
Cc1ccc([N+](=O)[O-])cc1NC(=O)CCCOc1ccccc1	5%	2
COC(=O)c1cc2c(ccn2-c2ccc(F)cc2)n1Cc1cccc(OC)c1	?	·
O=C(Cn1cnc2c(cnn2-c2ccc(Cl)cc2)c1=O)N1CCN(c2ccccc2)CC1	?	·

Given with two lines to a compound: part of the list above
Every second line gives: Lipid storage S3 | Lipid storage S3 cell count max
Cc1ccc(NC(=O)C[n+]2ccccc2)cc1C
    0% | -3
CCn1c(=O)c(C(=O)NCc2ccc3c(c2)OCO3)c(O)c2ccccc21
    ? | ·
CCOCCCn1c(=S)[nH]c2cc(C(=O)NCCCN(CC)CC)ccc2c1=O
    -1% | 9
CC(C)OC(=O)/C(=C/c1ccc2c(c1)c1ccccc1n2C)NC(=O)c1ccccc1
    -21% | -12

The list is partial, so the mix of outcomes need not match the whole.
